Tb PGK inh – T. brucei PGK inhibition | PGK/GAPDH coupled, Kinase-Glo luminescence, 60 min | Potency, µM (highest dose often 57.5 µM), without a hit: at the top dose activity change, negative = inhibition, usual class: inhibitors | 0.043% of 380,000 active | AID 602233; note: % is set by controls: 0 for no effect and ±100 for the full control effect; nearly all actives have a fitted effect of over 60% in size
Target sequence (P07378 whole entry, looked up): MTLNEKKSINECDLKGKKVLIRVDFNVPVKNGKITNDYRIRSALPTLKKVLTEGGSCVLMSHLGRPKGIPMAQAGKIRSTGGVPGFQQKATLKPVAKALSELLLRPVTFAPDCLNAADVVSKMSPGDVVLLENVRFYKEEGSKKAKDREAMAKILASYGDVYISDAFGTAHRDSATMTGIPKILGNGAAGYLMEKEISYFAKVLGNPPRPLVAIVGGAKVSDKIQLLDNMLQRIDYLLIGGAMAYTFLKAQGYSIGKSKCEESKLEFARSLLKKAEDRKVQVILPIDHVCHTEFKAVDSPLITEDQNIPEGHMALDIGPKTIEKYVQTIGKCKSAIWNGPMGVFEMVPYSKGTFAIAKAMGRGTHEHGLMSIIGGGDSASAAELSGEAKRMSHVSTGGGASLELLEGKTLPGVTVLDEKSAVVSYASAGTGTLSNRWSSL
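Luminescent ATP detection (Kinase-Glo Plus) follows a 60-minute room-temperature incubation, with wells lacking PGK as controls. Buffer: 100 mM TEA (pH 7.6), 5 mM MgCl2, 0.01% Tween-20. Coupling enzyme GAPDH (100 nM final) supplies unstable 1,3-BPG in-well.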
BLM inh – blocks DNA unwinding by human BLM helicase | recombinant BLM DNA unwinding, fluorescence dequenching | Potency, µM (titrated, usually from 56.1 µM), for the others: at the highest dose activity change, negative = inhibition, actives largely listed as inhibitors | 0.2% of 350,000 active | AID 2528;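 note: plate controls were vehicle for no effect and no enzyme for full effect; nearly all actives have a fitted effect of over 35% in size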
POLI inh – inhibitors of human DNA polymerase iota. Q9UNA4. 1% of 390,000 active. Pol iota fluorescent replication assay, 10 min. Potency, µM (top dose mostly 115 µM), for the others: at the top dose activity, negative = inhibition, usual class: inhibitors
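Pol iota at 10 nM preincubated 15 min with compounds at room temperature; reaction started with fluorescent substrate, 50 nM final. Fluorescence read kinetically at 0 and 10 min; buffer-only wells as negative control.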
JMJD2A Tudor inh – blocks the human JMJD2A Tudor domain; O75164; AlphaScreen JMJD2A-Tudor / H3K4me3 peptide binding; Potency, µM (series often up to 114 µM), without a hit: top-dose activity change, negative = inhibition, actives largely listed as inhibitors; 4.4% of 390,000 active; note: % is set by controls: 0 for no effect and ±100 for the full control effect; nearly all actives have a fitted effect of over 50% in size
Pin1 inhibitor – inhibitors of human Pin1. Q13526. Potency, µM (top dose mostly 115 µM), inactives show at the top dose activity, negative = inhibition, hits mostly inhibitors. 0.009% of 390,000 active. Pin1 FP peptide displacement, HiFluor488, 10 min. AID 504891; active = well fitted inhibition curve with a large enough effect in the polarisation, with a control signal flat, not every such curve was filed as active; inconclusive = small, poorly fitted or top-dose-only effect, or effect the other way, or a change in a side signal; inactive = no such curve, though single readings can be large or run the other way; the % refers to the polarisation; note: % is set by controls: 0 for no effect and ±100 for the full control effect
BAZ2B block – inhibitors of human BAZ2B bromodomain; 4.4% of 360,000 active; AlphaScreen BAZ2B-H3K14Ac peptide displacement; AID 504333; Potency, µM (series often up to 114 µM), without a hit: top-dose activity change, negative = inhibition, most hits filed as inhibitors; note: % is set by controls: 0 for no effect and ±100 for the full control effect; nearly all actives have a fitted effect of over 60% in size
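Protein-peptide AlphaScreen: BAZ2B 50 nM, b-H3K14Ac 50 nM, 1x PBS pH 7.4 + 0.01% Tween-20. Preincubation 30 min RT; cpd 30 min RT (top 110 uM); beads 20 min RT, light-protected.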
HP1b binding inh – blocks HP1-beta chromodomain binding to methylated histone tails | P83916 | AlphaScreen HP1-beta / biotin-H3K9me3 peptide binding | Potency, µM (series often up to 114 µM), inactives show at the highest dose activity change, negative = inhibition, actives largely listed as inhibitors | 0.56% of 390,000 active | AID 540317; note: nearly all actives have a fitted effect of over 70% in size; inactives centre near 23
Target sequence (P83916 whole entry, looked up): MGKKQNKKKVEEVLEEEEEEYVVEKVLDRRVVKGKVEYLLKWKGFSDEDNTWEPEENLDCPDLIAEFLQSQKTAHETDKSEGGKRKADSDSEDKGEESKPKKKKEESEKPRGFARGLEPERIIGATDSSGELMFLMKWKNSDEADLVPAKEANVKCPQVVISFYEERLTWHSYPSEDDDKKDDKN
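AlphaScreen: HP1-beta (50 nM) preformed 30 min with biotin-H3(1-18)K9me3 peptide (50 nM) in PBS pH 7.4, 0.01% Tween-20. Compound added for 30 min at RT, then streptavidin donor/nickel chelate acceptor beads (10 ug/mL) for 30 min.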
G9a inh – G9a (human) methyltransferase inhibition. Q96KQ7. G9a H3K9 monomethylation, AlphaScreen, 2 h. Potency, µM (titrated, usually from 102 µM), for the others: at the highest dose activity, negative = inhibition, most hits filed as inhibitors. 8.8% of 350,000 active. AID 504332; note: % is set by controls: 0 for no effect and ±100 for the full control effect; nearly all actives have a fitted effect of over 75% in size
Target sequence (Q96KQ7 913-1193 limits assumed): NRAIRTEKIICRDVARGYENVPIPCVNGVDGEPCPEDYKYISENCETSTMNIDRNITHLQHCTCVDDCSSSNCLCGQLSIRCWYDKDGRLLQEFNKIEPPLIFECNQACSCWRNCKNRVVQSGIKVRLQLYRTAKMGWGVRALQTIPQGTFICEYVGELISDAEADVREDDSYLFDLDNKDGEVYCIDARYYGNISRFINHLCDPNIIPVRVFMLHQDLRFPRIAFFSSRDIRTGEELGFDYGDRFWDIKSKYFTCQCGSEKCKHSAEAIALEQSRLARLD
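Readings reflect AlphaScreen signal from monomethyl-H3K9 antibody detection. HMT at 20 nM; substrate b-H3K9 500 nM; cofactor SAM 20 uM; 2 h RT reaction; compounds tested as titrations in qHTS with 15 min preincubation.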
GLS inhibitor – inhibitors of human glutaminase (GLS); O94925; GLS enzymatic activity, qHTS titration; Potency, µM (highest dose often 45.5 µM), for the others: top-dose activity change, negative = inhibition, most hits filed as inhibitors; 0.21% of 410,000 active; AID 624170; note: % is set by controls: 0 for no effect and ±100 for the full control effect
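Compounds were pin-transferred onto hKGA, after which L-glutamine (1 mM solution) and a detection mix of glutamate oxidase, HRP and Amplex Red were added. Initial and 30 min RT fluorescence reads were collected.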
* marks the source's active call; other numbers are inactive results; i = inactive; ? = inconclusive; · = no result given; & = joins results of further samples; [ ] = another dose, or the depositor's remark. Unless noted, calls come from the whole dose curve; as a rule, active = well fitted curve in the direction sought with a large enough effect; inconclusive = small, poorly fitted or top-dose-only effect, or another doubt; inactive = no such curve, though single readings can be large; an effect the other way counts as inactive or inconclusive. Potency is the fitted concentration of half-maximal effect. Only part of the results is shown (hit frequency here may not be typical).

Each structure is followed by: Tb PGK inh | BLM inh | POLI inh | JMJD2A Tudor inh | Pin1 inhibitor | BAZ2B block | HP1b binding inh | G9a inh | GLS inhibitor
COc1ccc(CCN2CC(C(=O)Nc3ccc4c(c3)OCO4)CC2=O)cc1OC (stereo not given)
  -6% | -4% | 143%[activator] | 79µM* | -5% | ? | ? | 1%[59 µM] | 32%
Cc1ccc(S(=O)(=O)c2cnc(SCC(=O)Nc3ccccc3C(F)(F)F)[nH]c2=O)cc1C
  -2% | 0% | 8% | -12% | 3% | 1% | 46%[activator] | 6%[59 µM] | 6%
COc1ccc(OCCCC(=O)Nc2cccc(S(=O)(=O)N3CCCCCC3)c2)cc1
  1% | · | -12% | -24% | 42%[activator] | -9% | 14% | -48%[12.7 µM] | 5%
O=C(N/N=C/c1ccccc1[N+](=O)[O-])c1ccc2c(c1)OCCO2
  -11% | 0% | 37%[activator] | -19% | -1% | -2% | -11% | 3%[12.7 µM] | -18%
CC12CCC(C(=O)N(NC(=O)c3cc(Cl)ccc3O)C1=O)C2(C)C (stereo not given)
  i | -1% | -10% | ? | -11% | 3% | 29% | 83%[activator][59 µM] | -6%
COc1ccc(Nc2nnc(C)c(=O)[nH]2)c(OC)c1
  -5% | -2% | -1% | -3% | 2% | 6% | 37% | 8% | 11%
COC(=O)CC1=NC(=O)CS1
  -2% | -2% | 2% | -7% | 0% | 13% | 0% | 3% | 9%
C/C=C/c1ccc(OCCCCN2C(=O)NC(C)(C)C2=O)c(OC)c1
  -1% | -1% | 27% | -20% | -6% | -5% | 38% | -19%[12.7 µM] | -2%
NS(=O)(=O)c1ccc(CCNCC(=O)NC2CC2)cc1
  -9% | -2% | 37%[activator] | 4.5µM* | -7% | ? | ? | 50µM* | 8%
CCC1CCCCN1C(=O)CNCC1CCCO1 (stereo not given)
  -6% | -2% | ? | -7%[11.4 µM] | -11% | -39% | -24% | 18µM* | -6%
O=C(CCC(=O)c1ccccc1)NCCOc1ccccc1
  3% | -2% | 27% | -9% | -7% | 3% | 27% | -1% | 3%
CNC(=O)C1CCC(Cn2c(=O)[nH]c3ccsc3c2=O)CC1 (stereo not given)
  i | 0% | ? | -13% | 3% | -33% | 14% | -6%[59 µM] | -2%
O=C(CSc1nnnn1-c1ccc(F)cc1)NC1CCCCC1
  -11% | -3% | 3% | 79µM* | 0% | 5% | ? | -13%[12.7 µM] | -4%
Nc1nc(N2CCN(c3cccc(Cl)c3)CC2)n[nH]1
  3% | -1% | 157%[activator] | -8% | -1% | -36% | 3% | -17% | ?
COc1ccc(COC(=O)C2=C(C)NC(=O)NC2c2cccc(OC)c2OC)cc1 (stereo not given)
  i | 2% | 106%[activator] | -21% | -3% | 8%[57.1 µM] | -1% | · | -2%
CN(C)c1cccc(C(=O)Nc2nnc(Cc3ccccc3)s2)c1
  i | -5% | 28% | ? | -3% | -31% | 4% | 40µM* | 18%
CCc1noc(-c2ccc(N3CCCCC3C)c([N+](=O)[O-])c2)n1 (stereo not given)
  i | -5% | 10% | -19% | 0% | -1% | 61%[activator] | ? | 4%
CN(C)S(=O)(=O)c1ccc(Cl)c(NC(=O)CN2CCCCCC2)c1
  i | -1% | 62%[activator] | -15% | 5% | -2% | 18% | 7% | 9%
CC1(C)Cc2c(cnn2-c2ccc(F)cc2)C(NC(=O)CCCN2CCCCC2=O)C1 (stereo not given)
  7% | -3% | 12% | -12% | -1% | -2% | 5% | 25% | 5%
Cc1cc(C)n2nc(C(=O)OCCOc3ccc(F)cc3)nc2n1
  -8% | -6% | 9% | 3% | 3% | 50%[activator] | 47%[activator] | 37%[59 µM] | 1%
CC(C)Sc1nc(NCc2ccco2)c2c3c(sc2n1)COC(C)(C)C3
  -13% | -17% | ? | -27% | 11% | · | 8% | ? | -5%
O=C(NCCCn1ccnc1)c1ccc(COc2ccccc2)o1
  i | · | 10% | -10% | 2% | -31% | 27% | ? | 0%
Cc1cc(Br)c(NC(=O)CCNC(=O)OCc2ccccc2)cc1C
  -1% | -5% | -14% | -3% | -2% | ? | 29% | 15% | 7%
CCOc1ccc(-c2nnc(SCc3nnc(-c4ccccc4)o3)n2-c2ccccc2F)cc1
  -2% | -9% | 10% | -21% | 15% | 3% | 22% | 6%[59 µM] | -3%
Cc1cc(C)c(S(=O)(=O)NCC(=O)NCc2ccco2)c(C)c1
  0% | 0% | 76%[activator] | -29% | -5% | -13% | ? | 4%[59 µM] | 7%
O=C(NCCc1ccccc1)C1CCN(Cc2cc3ccccc3n2Cc2cccc(Cl)c2)CC1
  -4% | -6% | 50%[activator] | -20% | 27% | -11% | -5% | 10%[59 µM] | 0%
CCc1ccc(C(=O)Cn2ccsc2=N)cc1
  -4% | -3% | -18% | -23% | -12% | ? | 5% | 50µM* | 3%
COc1cc(CNc2ccc(S(N)(=O)=O)cc2)ccc1OCc1ccccc1F
  10% | · | 1% | -34% | ? | · | 17% | · | 11%
CCOC(=O)C1=C(C)N(CCCCCC(=O)O)C(=O)NC1c1ccccc1OC(=O)c1cccs1 (stereo not given)
  -9% | 2% | 0% | -25% | -2% | 0% | 34% | 18% | 4%
CCCSc1nsc(NC(=O)Nc2ccc(F)cc2F)n1
  -3% | -5% | 17% | 8% | -3% | 29% | 55%[activator] | · | 2%

Next section; it opens with the three that closed the last part.
Each structure is followed by: Tb PGK inh | BLM inh | POLI inh | JMJD2A Tudor inh | Pin1 inhibitor | BAZ2B block | HP1b binding inh | G9a inh | GLS inhibitor
COc1cc(CNc2ccc(S(N)(=O)=O)cc2)ccc1OCc1ccccc1F
  10% | · | 1% | -34% | ? | · | 17% | · | 11%
CCOC(=O)C1=C(C)N(CCCCCC(=O)O)C(=O)NC1c1ccccc1OC(=O)c1cccs1 (stereo not given)
  -9% | 2% | 0% | -25% | -2% | 0% | 34% | 18% | 4%
CCCSc1nsc(NC(=O)Nc2ccc(F)cc2F)n1
  -3% | -5% | 17% | 8% | -3% | 29% | 55%[activator] | · | 2%
Cc1ccc(S(=O)(=O)NCCC(=O)NCC(c2ccc(F)cc2)N2CCOCC2)cc1 (stereo not given)
  -2% | · | -13% | -13% | -4% | 30%[activator] | 17% | -6%[12.7 µM] | ?
CCOC(=O)C1=C(C)NC2=C(C(=O)C(C(=O)OCC)C(c3ccco3)C2)C1c1ccccn1 (stereo not given)
  0% | -2% | 12% | 2% | -1% | 4% | 33%[activator] | -26%[12.7 µM] | 21%
O=C(c1ccc(CS(=O)c2cccc(Cl)c2)o1)N1CCCCCC1 (stereo not given)
  4% | -2% | 26% | -12% | 2% | -17% | 28% | -2% | -8%
Cc1cccc2cc(CN(CC3CCCO3)C(=O)c3cccs3)c(=O)[nH]c12 (stereo not given)
  -13% | 2% | 32%[activator] | -22% | 4% | -12%[57.1 µM] | 75%[activator] | 6% | 1%
CNc1cc(Cl)nc(SC)n1
  -8% | -2% | 7% | 4% | -3% | -5% | 54%[activator] | ? | 8%
Clc1ccc(OCCOCCN2CCc3ccccc3C2)c(Cl)c1
  -6% | 2% | 146%[activator] | 12% | 0% | 9% | 71%[activator] | -4%[59 µM] | -11%
CN(C)c1ccc(/C=C(/NC(=O)c2ccccc2)C(=O)N2CCCC2)cc1
  3% | -2% | 133%[activator] | -6% | ? | -17% | 14% | 10µM* | ?
Cc1ccc(N2CCN(S(=O)(=O)c3ccc4c(c3)n(C)c(=O)c(=O)n4C)CC2C)cc1 (stereo not given)
  -1% | -2% | -22% | -8% | 0% | -23% | 15% | ? | 10%
CC1(C)Cc2c(sc3[nH]c(=S)n(Cc4ccco4)c(=O)c23)CO1
  -6% | -9% | 4% | ? | 12% | -3% | -8% | 50µM* | -16%
OC(Cc1cccnc1)c1ccccc1 (stereo not given)
  -6% | · | 25% | -18% | -9% | · | 11% | · | 1%
Nc1c(C(=O)Nc2ccc3c(c2)OCCO3)nnn1Cc1ccccc1Cl
  1% | · | -2% | -21% | -2% | -24% | -12% | ? | 5%
O=C(Nc1ccc2c(c1)CCC2)c1cccc(S(=O)(=O)N2CCN(c3ccc(F)cc3)CC2)c1
  -8% | -11% | -13% | -19% | 9% | -6% | 14% | · | -5%
CCOC(=O)C[C@H]1c2cc(F)ccc2S(=O)(=O)N1Cc1ccc(OC)cc1
  1% | · | 15%&2% | -1% | -1% | · | 41%[activator] | · | -3%
Cc1noc(NS(=O)(=O)c2ccc(NC(=O)C(F)(F)C(F)(F)C(F)(F)F)cc2)c1C
  -6% | · | -14% | -2% | -3% | · | 35% | · | 0%
Cc1ccc(/C=C/C2=NN(Cc3ccccc3)C(=O)CC2)cc1
  -8% | -7% | 9% | 7% | -10% | 2% | 57%[activator] | 15% | -1%
COc1cccc(/C=N/NC(N)=S)c1OCc1cccc(Cl)c1
  -3% | -10% | 68%[activator] | ? | -1% | ? | -8% | -16%[59 µM] | -3%
CC(C)CC(=O)Nc1ncc([N+](=O)[O-])s1
  -6% | -12% | ? | -34% | 3% | -14% | -32% | · | ?
CCOC(=O)c1c(C)nc(C)c(C(=O)OCC)c1-c1ccc(O)c(OC)c1
  4% | -2% | -19% | -22% | 3% | 8% | ? | 8.9µM* | 3%
CCN(CC)S(=O)(=O)c1ccc(C(=O)OC2CCCCC2CN(C)C)cc1 (stereo not given)
  · | -6% | -18% | -17% | ? | -6% | 8% | ? | 0%
O=C(Nc1nc2ccc(S(=O)(=O)N3CCCCC3)cc2s1)C1CCCO1 (stereo not given)
  i | -4% | -12% | -13% | -2% | -2% | 39%[activator] | -41%[59 µM] | -2%
O=C1Nc2c(ccc(Cl)c2Cl)C(=O)C1(F)c1ccccc1 (stereo not given)
  -3% | 1% | ? | -22% | -7% | -26% | 0% | 45µM* | 11%
CC(C)(C)c1ccc(/C=C(\C#N)C(=O)NCCN2CCOCC2)cc1
  -1% | -3% | 103%[activator] | -24% | 6% | -38% | 26% | · | 2%
